RGS4 inh = Inhibitors of Regulator of G Protein Signaling (RGS) 4: qHTS; Transcreener GDP fluorescence polarization, RGS4-accelerated GTP hydrolysis; Potency, µM (highest dose often 114 µM), for the others: at the highest dose activity change, negative = inhibition, actives largely listed as inhibitors; Regulator of G-protein signaling 4 (Homo sapiens), P49798; AID 504845, 2011; 390,000 compounds, 0.039% hits; also: potency is read from the fitted curve at half-maximal effect; % is scaled to controls: 0 for no effect and ±100 for the full control effect; nearly all actives have a fitted effect of over 75% in size; some results filed as inactive show a strong effect at the top dose
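MLSMR compounds (23 nl, pin-transferred) preincubated 10 min at room temperature with a 500nM (2x) first reagent, then RGS4 at 900nM (2x) plus Transcreener GDP mix added; fluorescence polarization (620/688 nm) read before and after 90 min at 30 °C.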
TrxR1 substrate = qHTS Assay for Substrates of Mammalian Selenoprotein Thioredoxin Reductase 1 (TrxR1): qHTS. Potency, µM (titrated, usually from 114 µM), for inactives: top-dose activity change, negative = substrate turnover. Thioredoxin reductase 1, cytoplasmic (Rattus norvegicus), O89049. AID 588456, 2011. 390,000 compounds, 0.01% hits. purified TrxR1 substrate turnover, NADPH consumption readout; also: potency is read from the fitted curve at half-maximal effect; % is scaled to controls: 0 for no effect and ±100 for the full control effect; nearly all actives have a fitted effect of over 50% in size
Target sequence (O89049 whole entry, looked up): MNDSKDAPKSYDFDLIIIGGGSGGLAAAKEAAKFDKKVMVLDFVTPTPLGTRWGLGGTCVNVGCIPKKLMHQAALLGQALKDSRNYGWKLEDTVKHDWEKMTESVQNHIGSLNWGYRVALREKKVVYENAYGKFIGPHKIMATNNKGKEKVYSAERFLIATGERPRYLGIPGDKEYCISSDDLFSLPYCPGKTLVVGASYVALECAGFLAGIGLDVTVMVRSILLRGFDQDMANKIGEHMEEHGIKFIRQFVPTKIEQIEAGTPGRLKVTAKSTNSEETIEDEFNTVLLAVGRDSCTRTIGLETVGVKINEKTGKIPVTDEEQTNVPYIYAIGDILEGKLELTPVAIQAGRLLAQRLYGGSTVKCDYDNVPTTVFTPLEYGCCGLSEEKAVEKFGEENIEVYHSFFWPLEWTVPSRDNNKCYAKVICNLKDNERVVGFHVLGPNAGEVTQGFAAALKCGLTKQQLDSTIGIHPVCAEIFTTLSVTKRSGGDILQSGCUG
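Rat TrxR1, dispensed at 90 nM, was prereduced with 400 uM NADPH (final) for 5 min at ~22 deg C, then incubated with compound 15 min before 400 uM selenite. A first-read NADPH fluorescence drop versus no-compound background flagged substrates.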
Vif-A3G inh = qHTS for Inhibitors of Vif-A3G Interactions: qHTS. HeLa A3G-eYFP + Vif (tagged APOBEC3G with the HIV-1 protein that degrades it), YFP fluorescence, overnight. DNA dC->dU-editing enzyme APOBEC-3G (Homo sapiens), Q9HC16. 410,000 compounds, 0.076% hits. Potency, µM (highest dose often 46.1 µM), inactives show at the highest dose activity, negative = active, usual class: inhibitors. AID 602310, 2012;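 also: potency is read from the fitted curve at half-maximal effect; % is scaled to controls: 0 for no effect and ±100 for the full control effect; nearly all actives have a fitted effect of over 60% in size; hits raise eYFP signal because A3G escapes Vif-driven loss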
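Read-out is eYFP fluorescence (Ex 488/Em 500-530) from Vif-expressing HeLa A3G-eYFP cells; more signal means A3G escaped Vif-mediated degradation. Cells plated overnight, compound pinned in, incubated overnight at 37 deg C.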
IDH1 R132H inh = qHTS for Inhibitors of mutant isocitrate dehydrogenase 1 (IDH1): qHTS | Isocitrate dehydrogenase [NADP] cytoplasmic (Homo sapiens), O75874 | IDH1-R132H enzyme, NADPH consumption, diaphorase/resazurin fluorescence | Potency, µM (top dose mostly 76.6 µM), for the others: at the highest dose activity change, negative = inhibition, actives largely listed as inhibitors | 390,000 compounds, 0.093% hits | AID 602179, 2012; also: potency is read from the fitted curve at half-maximal effect; % is scaled to controls: 0 for no effect and ±100 for the full control effect; nearly all actives have a fitted effect of over 65% in size
Target sequence (O75874 whole entry R132H, stated change not applied): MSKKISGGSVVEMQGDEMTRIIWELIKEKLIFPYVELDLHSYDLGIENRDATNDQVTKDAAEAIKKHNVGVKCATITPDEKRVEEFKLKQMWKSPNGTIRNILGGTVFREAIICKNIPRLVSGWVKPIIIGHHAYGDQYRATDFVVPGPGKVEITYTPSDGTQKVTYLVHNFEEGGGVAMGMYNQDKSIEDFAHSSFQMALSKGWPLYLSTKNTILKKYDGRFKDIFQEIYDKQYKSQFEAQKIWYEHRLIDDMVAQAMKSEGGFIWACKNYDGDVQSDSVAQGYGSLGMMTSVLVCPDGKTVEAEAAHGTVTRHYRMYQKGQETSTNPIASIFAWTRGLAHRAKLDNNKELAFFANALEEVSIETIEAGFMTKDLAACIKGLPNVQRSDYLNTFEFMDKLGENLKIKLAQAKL
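IDH1-R132H (0.5 ug/mL dispensed) in pH 7.5 Tris buffer was preincubated 30 min with compound, then given a substrate mix of 0.016 mM NADPH and 2 mM alpha-KG for 80 min at room temperature; remaining NADPH was read by diaphorase/resazurin fluorescence.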
Vif-APOBEC3F blk = qHTS for Inhibitors of Vif-A3F Interactions: qHTS; HeLa A3F-eYFP + Vif (tagged APOBEC3F with the HIV-1 protein that degrades it), YFP fluorescence increase; Potency, µM (top dose mostly 46.1 µM), for inactives: at the top dose activity, negative = active; 390,000 compounds, 0.2% hits; AID 602313, 2012; also: potency is read from the fitted curve at half-maximal effect; % of control where 0% means no effect; nearly all actives have a fitted effect of over 65% in size
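HeLa cells stably expressing Vif plus C-terminally eYFP-tagged A3F were seeded, incubated overnight at 37 deg C, dosed with compound, incubated overnight again at 37 deg C. Yellow fluorescence (Ex 488/Em 500-530) reported blocked Vif-mediated A3F-eYFP degradation.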
LDHA inh = qHTS assay for inhibitors of human lactate dehydrogenase; AID 1347041, 2019; purified LDHA, NADH/diaphorase-resazurin fluorescence; active compounds read low; L-lactate dehydrogenase A chain (Homo sapiens), P00338; 480,000 compounds, 0.15% hits; activity change, % (values are at about 110 or 230 µM); in the data active = activity change below about -30%; inconclusive = mostly about -25% to -30%;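 also: plate controls were DMSO wells for no effect and wells without enzyme for full effect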
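Enzyme activity of human lactate dehydrogenase 5 (2 nM; 0.06 mM NADH, 0.2 mM pyruvate, 5 min, RT) is measured via a resazurin/diaphorase fluorescence readout of residual NADH.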
USP1-UAF1 inh = Inhibitors of USP1/UAF1: Primary Screen | Ubiquitin carboxyl-terminal hydrolase 1 (Homo sapiens), O94782 | recombinant USP1/UAF1, Ub-Rhodamine cleavage fluorescence | Potency, µM (top dose mostly 57.1 µM), inactives show at the top dose activity change, negative = inhibition, usual class: inhibitors | 390,000 compounds, 0.23% hits | AID 743255, 2014; also: potency is read from the fitted curve at half-maximal effect; % is scaled to controls: 0 for no effect and ±100 for the full control effect; nearly all actives have a fitted effect of over 60% in size; inactives centre near -12
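USP1/UAF1 complex at 1 nM was preincubated with compound for 15 min at room temperature, then Ub-Rho substrate (150nM final) was added. Fluorescence (480/540 nm) was read kinetically, 6 reads every 60 seconds.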
TrxR1 inh = qHTS Assay for Inhibitors of Mammalian Selenoprotein Thioredoxin Reductase 1 (TrxR1): qHTS | Thioredoxin reductase 1, cytoplasmic (Rattus norvegicus), O89049 | recombinant rTrxR1, NADPH fluorescence consumption, selenite substrate | Potency, µM (top dose mostly 114 µM), without a hit: at the top dose activity change, negative = inhibition, most hits filed as inhibitors | 390,000 compounds, 1% hits | AID 588453, 2011; also: potency is read from the fitted curve at half-maximal effect; % is scaled to controls: 0 for no effect and ±100 for the full control effect; nearly all actives have a fitted effect of over 65% in size
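Rat TrxR1 (90 nM in the dispensed reagent) was pre-reduced with 400 uM NADPH for 5 min at room temperature, then incubated with compound for 15 min. After 400 uM selenite was added, NADPH fluorescence (Ex 340/Em 450 nm) was followed for 8 min.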
GRP78 ERSR act = qHTS for Inducers of the Endoplasmic Reticulum Stress Response (ERSR) in Human Glioma: qHTS; U87-MG GRP78 promoter luciferase reporter, 16 h; Potency, µM, without a hit: at the highest dose activation, hits mostly activators; 420,000 compounds, 0.02% hits; AID 602332, 2012; also: potency is read from the fitted curve at half-maximal effect; series mostly up to about 76 µM; % of control where 0% means no effect; nearly all actives have a fitted effect of over 35% in size
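ERSR induction read as luciferase luminescence (Bright-Glo, 10 min at room temperature) in stably transfected human U87-MG glioma cells exposed to compounds for 16 h, using GRP78 as sensor.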
Starred values were filed as active, the others as inactive; ? = inconclusive; / = not tested or not shown; [ ] = dose if it differs, or a comment. Unless noted, calls follow the shape of the dose curve; as a rule, active = well fitted curve in the direction sought with a large enough effect; inconclusive = small, poorly fitted or top-dose-only effect, or another doubt; inactive = no such curve, though single readings can be large; an effect the other way counts as inactive or inconclusive. Not all compounds are listed; the hit share may differ from the screen's.

Molecule	TrxR1 substrate	IDH1 R132H inh	RGS4 inh	GRP78 ERSR act	USP1-UAF1 inh	LDHA inh	Vif-A3G inh	TrxR1 inh	Vif-APOBEC3F blk
Cc1cc(S(=O)(=O)Nc2ccc(C(=O)NCc3ccncc3)cc2)ccc1F	-9%	1%	32%	-4%	-18%	-6	-2%	-3%	-3%
Cc1cc(OC(=O)c2cccc(Br)c2)c([N+](=O)[O-])c(=O)[nH]1	-1%	12%	6%	-4%	?	-7	1%	-3%	4%
Cn1c(-c2ccsc2)c(-c2cccs2)c2cc(-c3cccc4[nH]ccc34)ccc21	3%	-7%[38.3 µM]	-20%	-4%	?	-3	-7%	-15%	-7%
O=C(NC(NC(=O)c1ccccc1)c1ccccc1)c1ccccc1	14%	4%	-1%	-3%	-11%	-14	-1%	42%[activator]	0%
CC1CCCCN1S(=O)(=O)c1ccc(C(=O)Nc2ccccc2-c2nc3ccccc3[nH]2)cc1 (stereo not given)	20%	-3%	16%	-3%	-11%	-4	2%	7%	-4%
c1cc(C2CCCCC2)ccc1Oc1nc(N2CCOCC2)nc(N2CCOCC2)n1	-14%	6%	40%	-6%	1%	-3	2%	-16%	0%
CCOC(=O)c1ccccc1NC(=O)CSc1ncc(C(=O)OCC)c(N)n1	-1%[57.1 µM]	-1%	-23%	-2%	-15%	0	1%	0%[57.1 µM]	2%
O=C(Nc1cccnc1Cl)c1ccc2c(Cl)c3c(nc2c1)CCC3	2%[57.1 µM]	-6%	13%	-4%	-3%	-10	-1%	-5%[57.1 µM]	1%
Cc1ccc(N(CN2C(=O)C3CC=CCC3C2=O)C(=O)c2ccco2)cc1Cl (stereo not given)	6%	5%	-38%	-3%	-17%	0	-8%	14µM*	-5%
CCCc1c(O)nc(SCCN(CC)CC)n(C(=O)c2ccccc2)c1=O	-9%	1%	-6%	-4%	-10%	-2	0%	-8%	-9%
Fc1ccc(-c2noc3ncnc(NC4CCCCC4)c23)cc1	-4%	26%	6%	-5%	-7%	-8	3%	7%	5%
CC1(C)C2CCC(C2)C1(C)NC(=O)CNCc1cccs1 (stereo not given)	1%	10%	-25%	2%	-19%	-12	10%	-12%	3%
Cc1c(C(=O)C(=O)NCCCn2ccnc2)c2ccccc2n1C	7%[57.1 µM]	2%	11%	0%	-7%	-5	-1%	26%[57.1 µM]	-5%
O=C(Nc1ccc2c(c1)OCO2)C(c1ccc(Cl)cc1)N1CCC2(CC1)OCCO2 (stereo not given)	-4%	7%	10%	-4%	-21%	-1	1%	1%	-11%
CC(C)(C)n1nnnc1C(c1cccnc1)N1CCOCC1 (stereo not given)	3%	1%	9%	-4%	-26%	-4	1%	25%	10%
N=c1oc2ccccc2cc1-c1nc2ccccc2c(=O)[nH]1	4%	3%	10%	1%	-12%	5	5%	15%	-1%
CCCc1cc(=O)[nH]c(SCC(=O)NC(=O)OCC)n1	8%[57.1 µM]	5%	13%	-3%	-4%	-9	1%	33%[57.1 µM]	2%
O=C(NC1CCN(CC(=O)N(c2ccccc2)c2ccccc2)CC1)c1ccc([N+](=O)[O-])cc1	4%[57.1 µM]	-4%	3%	0%	-2%	-1	0%	3%[57.1 µM]	15%
CCCCC(CC)CNC(=O)Cc1ccc(-n2c(=O)[nH]c3ccccc3c2=O)cc1 (stereo not given)	-2%[57.1 µM]	-17%	42%	-4%	-10%	-5	-1%	3%[57.1 µM]	0%
COc1ccc(NC(=O)CSCC(=O)NCc2cccc(C(F)(F)F)c2)cc1	0%	14%	-17%	-3%	-19%	-3	0%	5%	6%
CC(Oc1ccc(F)cc1)C(=O)Nc1ccccc1N1CCCCC1 (stereo not given)	5%	5%	?	-4%	-14%	2	-8%	6%	-3%
COc1ccc(NC(=O)c2sc(SC)nc2N)cc1	13%[57.1 µM]	9%	-10%	3%	?	-2	1%	8%	-4%
Cc1ccc(S(=O)(=O)NCc2ccccc2)cc1C(=O)N(C)CC(=O)Nc1ccccc1Br	1%	8%	-4%	-5%	-17%	-4	0%	19%	3%
COc1ccc(Nc2nc(C(=O)N3CCc4ccccc4C3)cs2)cc1	-13%	7%	-6%	-2%	-14%	2	5%	-9%	7%
CCCCN(CC)CCCNC(=O)c1cc2c(=O)oc3ccc(C)cc3c2s1	17%	9%	-2%	-1%	?	2	4%	10%	-6%
CCCOc1ccc(/C(O)=C2/C(=O)C(=O)N(CCCOC)C2c2cccnc2)cc1 (stereo not given)	3%[57.1 µM]	0%	-5%	-5%	-24%	0	0%	-16%[57.1 µM]	-8%
CN(Cc1ccc(OC(F)F)cc1)C(=O)c1ccc2c(=O)n3c(nc2c1)CCC3	15%	1%	-12%	-1%	-15%	4	-4%	26%	4%
COc1ccc(NC2CCCN(C(=O)CCc3cccc(Cl)c3)C2)cc1 (stereo not given)	3%	0%	-16%	-1%	-31%	4	-3%	15%	8%
CC(C)N(Cc1nc(-c2ccc(Cl)cc2)no1)C(=O)C(c1ccccc1)c1ccccc1	-12%	3%	29%	-1%	-8%	-4	-2%	-10%	4%
Cc1cc(-c2ccc(Cl)cc2)oc(=O)c1NC(=O)c1ccccc1	35%	1%	-15%[11.4 µM]	-5%	-17%	-2	0%	6%[57.1 µM]	8%

An excerpt of these results, as labelled records.
canonical_smiles: CCCOc1ccc(/C(O)=C2/C(=O)C(=O)N(CCCOC)C2c2cccnc2)cc1 (stereo not given)
  TrxR1 substrate: 3%[57.1 µM] | IDH1 R132H inh: 0% | RGS4 inh: -5% | GRP78 ERSR act: -5% | USP1-UAF1 inh: -24% | LDHA inh: 0 | Vif-A3G inh: 0% | TrxR1 inh: -16%[57.1 µM] | Vif-APOBEC3F blk: -8%

canonical_smiles: CN(Cc1ccc(OC(F)F)cc1)C(=O)c1ccc2c(=O)n3c(nc2c1)CCC3
  TrxR1 substrate: 15% | IDH1 R132H inh: 1% | RGS4 inh: -12% | GRP78 ERSR act: -1% | USP1-UAF1 inh: -15% | LDHA inh: 4 | Vif-A3G inh: -4% | TrxR1 inh: 26% | Vif-APOBEC3F blk: 4%

canonical_smiles: COc1ccc(NC2CCCN(C(=O)CCc3cccc(Cl)c3)C2)cc1 (stereo not given)
  TrxR1 substrate: 3% | IDH1 R132H inh: 0% | RGS4 inh: -16% | GRP78 ERSR act: -1% | USP1-UAF1 inh: -31% | LDHA inh: 4 | Vif-A3G inh: -3% | TrxR1 inh: 15% | Vif-APOBEC3F blk: 8%

canonical_smiles: CC(C)N(Cc1nc(-c2ccc(Cl)cc2)no1)C(=O)C(c1ccccc1)c1ccccc1
  TrxR1 substrate: -12% | IDH1 R132H inh: 3% | RGS4 inh: 29% | GRP78 ERSR act: -1% | USP1-UAF1 inh: -8% | LDHA inh: -4 | Vif-A3G inh: -2% | TrxR1 inh: -10% | Vif-APOBEC3F blk: 4%

More entries
Molecule	TrxR1 substrate	IDH1 R132H inh	RGS4 inh	GRP78 ERSR act	USP1-UAF1 inh	LDHA inh	Vif-A3G inh	TrxR1 inh	Vif-APOBEC3F blk
O=C(Nc1ccc2[nH]c(=O)c(=O)[nH]c2c1)c1cccc(F)c1	10%	12%	-17%	7%	-11%	5	0%	13%	-6%
CC(=O)N1CCCc2cc(S(=O)(=O)N(C)CCC#N)ccc21	1%	3%	-4%	-5%	7%	1	-3%	3%	/
CNS(=O)(=O)c1ccc(Cl)nc1	-10%	-1%	1%	-2%	-9%	-4	2%	-9%	-1%
CC(NC(=O)Cn1cc(C(F)(F)F)cc(Cl)c1=O)c1ccccc1 (stereo not given)	7%	-9%	-3%	-1%	-10%	-2	2%	26%	0%
COc1ccc(N(CC(=O)Nc2c(C)cccc2C)S(=O)(=O)c2ccccc2[N+](=O)[O-])c(OC)c1	4%[57.1 µM]	5%	9%	-9%	-13%	-8	0%	12%[57.1 µM]	-6%
COc1cc([N+](=O)[O-])cc(/C=N/NC(=O)Cn2cncn2)c1O	-23%	-5%	4%	-4%	-9%	4	0%	-24%	6%
CCNC(=O)COC(=O)c1ccc(S(=O)(=O)N2CCCCCC2)cc1	-7%	2%	?	0%	-7%	-4	0%	-3%	-9%
Fc1ccc(COc2ccccc2CNc2nn[nH]n2)cc1	-2%	-4%	-6%	-4%	-7%	1	2%	22%	3%

Compound activity from PubChem.
